Compound activity from PubChem.
RXFP1 antagonist: antagonists of human relaxin receptor RXFP1. Q9HBX9. HEK293-RXFP1, relaxin-stimulated cAMP HTRF, 30 min; hits give low values. activity change, negative = inhibition, % at 57.5 µM. actives 0.59% (n = 350,000). AID 1259400;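 active = activity change of -60% or lower, but not beyond a set lower limit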; note: % is set by controls: 0 for no effect and ±100 for the full control effect
D2 PAM: D2 dopamine receptor (human) potentiation. P14416. HEK293 T-REx D2, calcium flux, EC20 dopamine potentiation. potentiation, % at 10 µM. actives 0.34% (n = 340,000). AID 485347;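 active = potentiation over 3 SD above the plate norm, cut at about 30% in these data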; note: 0% is about no effect
Target sequence (P14416 whole entry, looked up): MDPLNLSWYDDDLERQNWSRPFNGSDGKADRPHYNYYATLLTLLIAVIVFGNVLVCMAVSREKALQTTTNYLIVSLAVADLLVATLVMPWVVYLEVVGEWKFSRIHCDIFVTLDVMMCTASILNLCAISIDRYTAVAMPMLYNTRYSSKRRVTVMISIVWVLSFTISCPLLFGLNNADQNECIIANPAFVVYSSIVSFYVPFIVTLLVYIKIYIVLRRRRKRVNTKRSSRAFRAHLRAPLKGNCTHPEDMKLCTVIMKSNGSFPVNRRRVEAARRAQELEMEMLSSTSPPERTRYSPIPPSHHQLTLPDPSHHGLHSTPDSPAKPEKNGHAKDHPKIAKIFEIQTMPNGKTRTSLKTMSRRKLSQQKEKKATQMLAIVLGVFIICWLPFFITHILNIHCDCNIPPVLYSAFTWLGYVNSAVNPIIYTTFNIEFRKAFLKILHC
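Using a no-wash calcium dye in inducible, force-coupled HEK293 Trex cells expressing D2, we tracked fluorescence each second for 180 s after compound, then for 180 s after EC20 dopamine to detect augmented signalling.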
D1 ag: human D1 receptor agonism; HEK293 T-REx D1 cells, calcium flux, agonist mode; P21728; actives 1% (n = 360,000); AID 504660; activation, % at 2 µM; in the data active = activation above about 30%; note: 0% is about no effect
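Agonism was scored from calcium flux recorded over 180 s (1 read/s) after pintool compound addition, following a 10-cycle baseline. Cells were inducible force-coupled HEK293 TREx D1, plated overnight at 30 C and loaded with no-wash calcium dye.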
D1 PAM: human D1 dopamine receptor positive modulation; HEK293 TREx D1 cells, calcium flux, dopamine EC20 potentiation; potentiation, % at 10 µM; actives 0.036% (n = 360,000); in the data active = potentiation above about 30%; note: 0% is about no effect
RXFP1 ag: RXFP1 (human) receptor agonism; Q9HBX9; HEK293T-RXFP1 cAMP TR-FRET, 30 min; response scale: percent of porcine relaxin response, buffer zero; Potency, µM (titrated, usually from 57.5 µM), inactives show at the highest dose activation, actives largely listed as activators; actives 0.3% (n = 370,000); AID 2676; active = well fitted activation curve with a large enough effect; note: potency is the fitted concentration of half-maximal effect; % is set by controls: 0 for no effect and ±100 for the full control effect; nearly all actives have a fitted effect of over 60% in size; many of its hits are not listed in these tables
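Agonist response is measured as cAMP accumulation in an RXFP1-transfected HEK293T line under PDE4 inhibition. Values are scaled between buffer-only and 29 nM porcine relaxin, and EC50s come from standard Hill equation fits.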
D2 ag: activates the human D2 dopamine receptor; HEK293 T-REx D2 cells, calcium flux agonist mode; actives 0.53% (n = 340,000); AID 485358; P14416; activation, % at 2 µM;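 active = activation over 3 SD above normal in the single-dose calcium agonist read, cut at about 30% in these data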; note: 0% is about no effect
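Tetracycline-induced HEK293 Trex cells with D2 receptor force-coupled to calcium signaling, plated overnight at 30 C and loaded with no-wash calcium dye. Calcium flux read kinetically for 180 s after compound addition; responses flag agonists.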
D1 antagonist: blocks dopamine activation of the human D1 receptor; HEK293 TREx D1 cells, calcium flux, dopamine EC80; hits give low values; actives 3.2% (n = 360,000); activity change, negative = inhibition, % at 10 µM; P21728; in the data active = activity change below about -30%; note: % is set by controls: 0 for no effect and ±100 for the full control effect
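Tetracycline-induced HEK293 Trex D1 cells, force-coupled to calcium, dye-loaded; compounds added and read 180 s, then EC80 dopamine added and calcium flux tracked kinetically another 180 s.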
D2 antag: antagonists of human D2 dopamine receptor | actives 2% (n = 340,000) | inhibition, % at 10 µM | HEK293 TREx D2 cells, calcium flux, dopamine EC80 | P14416; in the data active = inhibition above about 30%; note: 0% is about no effect
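Tetracycline-induced HEK293 TREx cells expressing D2 receptor forced-coupled to calcium signalling, loaded with no-wash calcium dye. Compounds added and calcium flux read 180 s, then dopamine added at EC80 and read a further 180 s.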
TRHR PAM: TRH receptor (human) allosteric enhancement. enhancement, % at 2 µM. TRHR cells, fluo-8 calcium fluorescence, EC20 TRH enhancement. AID 493056. actives 0.66% (n = 360,000). P34981; in the data active = enhancement above about 30%; note: 0% is about no effect
Target sequence (P34981 whole entry, looked up): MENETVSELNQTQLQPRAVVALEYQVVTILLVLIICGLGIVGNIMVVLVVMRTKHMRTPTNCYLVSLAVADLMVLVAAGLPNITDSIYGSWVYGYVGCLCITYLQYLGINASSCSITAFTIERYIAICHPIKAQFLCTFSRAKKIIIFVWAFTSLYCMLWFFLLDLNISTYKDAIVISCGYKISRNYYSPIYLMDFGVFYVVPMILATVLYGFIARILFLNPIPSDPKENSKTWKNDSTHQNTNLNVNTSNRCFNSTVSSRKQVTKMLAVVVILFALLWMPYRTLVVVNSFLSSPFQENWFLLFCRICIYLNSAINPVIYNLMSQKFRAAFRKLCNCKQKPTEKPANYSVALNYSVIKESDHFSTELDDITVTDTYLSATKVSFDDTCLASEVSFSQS
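Enhancer read-out: after compound pinning and an initial kinetic agonist-mode read, an EC20 of TRH (10 nM final) was injected and fluo-8 calcium signal (Ex 480/Em 530) followed at 1 s/cycle for 100 cycles in TRHR-expressing cells.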
Numbers without * were called inactive; . = not tested or not shown; & = joins results of further samples.

Values run as follows: RXFP1 antagonist	D2 PAM	D1 ag	D1 PAM	RXFP1 ag	D2 ag	D1 antagonist	D2 antag	TRHR PAM
- O=C(NN=C1CCCCCCC1)c1ccc2ccccc2n1
→ 6	3	2	-7	0.0%	-0.4	-5	5	-3
- CCOC(=O)c1sc2ccc(S(=O)(=O)N3CC(C)CC(C)C3)cc2c1N (configuration not stated)
→ -13	3	3	4	15%	-0.7	29	9	5
- COc1cc2c3c(c1OC)C1(C=CC(=NO)C=C1)CC3N(C(C)=O)CC2 (configuration not stated)
→ -3	.	0	-3	1.7%	.	16	.	4
- CCN(CC)CCN(C(=O)c1ccco1)c1nc2c(C)cccc2s1
→ -25	-15	20	-3	7.6%	1.2	-15	.	-1
- COc1cc(/C=N\Nc2ccc([N+](=O)[O-])cn2)ccc1OCC(=O)O
→ .	6	2	-1	0.6%	1.6	-3	-10	1
- CCCCSCCCNC(=O)c1cn(CC)c2ccc(S(=O)(=O)N3CCOCC3)cc2c1=O
→ 9	6&-1	-1&-1	-5&0	-0.2%&4.1%	-0.5&-1.2	-18&9	0	-1&-1
- COc1ccc(N(C(=O)c2ccc(Cl)cc2)S(=O)(=O)c2ccc(C)cc2)cc1
→ -13	-6	5	-1	0.2%	-0.1	-14	.	-3
- CN(C)c1ccc(NC(=O)C[n+]2ccccc2)cc1
→ -11	3	1	-3	-5.2%	0.2	6	-6	6
- COCCCn1c(SCC(=O)Nc2ccc(NC(C)=O)cc2)nc2sc3c(c2c1=O)CCC3
→ -18	4	4	2	2.4%	-1.0	14	-12	-4
- CCC1CCc2sc(C(=O)N(C)CC(=O)Nc3ccc(N4CCOCC4)cc3)cc2C1 (configuration not stated)
→ -26	15	0	3	-0.5%	-0.4	15	-22	8

A section from further up, for reference:
Values run as follows: RXFP1 antagonist	D2 PAM	D1 ag	D1 PAM	RXFP1 ag	D2 ag	D1 antagonist	D2 antag	TRHR PAM
- COc1cc(/C=N\Nc2ccc([N+](=O)[O-])cn2)ccc1OCC(=O)O
→ .	6	2	-1	0.6%	1.6	-3	-10	1
- CCCCSCCCNC(=O)c1cn(CC)c2ccc(S(=O)(=O)N3CCOCC3)cc2c1=O
→ 9	6&-1	-1&-1	-5&0	-0.2%&4.1%	-0.5&-1.2	-18&9	0	-1&-1
- COc1ccc(N(C(=O)c2ccc(Cl)cc2)S(=O)(=O)c2ccc(C)cc2)cc1
→ -13	-6	5	-1	0.2%	-0.1	-14	.	-3
- CN(C)c1ccc(NC(=O)C[n+]2ccccc2)cc1
→ -11	3	1	-3	-5.2%	0.2	6	-6	6

(continued)
Values run as follows: RXFP1 antagonist	D2 PAM	D1 ag	D1 PAM	RXFP1 ag	D2 ag	D1 antagonist	D2 antag	TRHR PAM
- COc1ccccc1C(=O)N1CCc2ccccc21
→ -11	6	0	-3	2.5%	0.2	4	-12	0
- CC(NC(=O)Nc1ccc(F)cc1)C(c1cccs1)N1CCCC1 (configuration not stated)
→ -7	.	72*	-10	0.8%	.	7	.	-2
- CC(Oc1ccc(S(=O)(=O)N2CCCC2)cc1[N+](=O)[O-])C(=O)N(C)c1ccccc1 (configuration not stated)
→ -4	-4	3	2	1.3%	0.0	-6	7	-6
- COC(=O)Cn1c(=NC(=O)CSCC(=O)Nc2cc(C)on2)sc2cc(C(=O)OC)ccc21
→ -2	-8	2	5	12%	0.0	-3	-18	3
- CS(=O)(=O)N1CCc2cc(C(=O)Nc3ccc(COCC(F)(F)F)cc3)ccc21
→ 1	1	9	2	1.7%	-1.7	-6	-1	-2
- Cc1ccc(SCC(=O)c2c(C)nc3cc(C)ccn23)cc1
→ -4	2	4	-3	-1.2%	0.1	-28	-2	4
- CCOC(=O)CCC(=O)Nc1ccc(S(=O)(=O)N2CCc3ccccc32)cc1
→ 0	9	6	5	0.2%	.	-9	.	3
- C=CCn1c(SCC(=O)Nc2sccc2C(N)=O)nc2ccc(Cl)cc2c1=O
→ 6	.	1	-1	0.2%	.	-12	.	14
- CC(C)CCNC(=O)CC1Nc2c3ccccc3nc(=S)n2C1=O (configuration not stated)
→ 17	-3	1	-4	14%	-0.1	3	10	-8
- Cc1cc(-c2ccccc2)nc2oc(C(=O)NN)c(N)c12
→ -17	6	1	-2	7.3%	-0.9	-5	-12	-4
- Cc1cccc(NC(=S)N2CCC(C(=O)c3ccc(F)cc3)CC2)c1C
→ -10	-5	2	-7	0.6%	0.7	2	14	3
- Cc1ccsc1C=C1C(=O)c2ccccc2C1=O
→ -18	-5	-1	-1	-0.2%	1.8	4	0	4
- CC(O/N=C\c1ccccc1O)C(=O)Nc1ccccc1C(=O)N1CCOCC1 (configuration not stated)
→ -4	5	2	-6	0.2%	0.2	-5	-5	2
- COc1cc(-n2nnnc2SCC(=O)N2CCN(c3ccc(F)cc3)CC2)c(OC)cc1Cl
→ -8	-5	5	5	-0.5%	0.1	26	-14	1
- COC(=O)C1CCN(C(=O)COc2ccc(N(C)S(=O)(=O)c3ccc(C)cc3)cc2)CC1
→ 5	-17	7	.	-0.9%	-0.8	-12	22	-4
- N#C/C(C(=O)NCCc1ccccc1)=C1/N=C(NC(=O)c2cccs2)c2ccccc21
→ 0	4	3	-2	7.1%	-2.4	6	-9	-2
- Cc1ccc(S(=O)(=O)C2(C(=O)Nc3cccnc3)CC2)cc1
→ .	-8	1	5	0.6%	-0.2	37	12	-4
- Cc1ccc(N(CC(=O)N2CCN(c3ccc(Cl)cc3)CC2)S(=O)(=O)c2c(C)nn(C)c2C)cc1
→ .	-4	0	-1	0.3%	-0.1	10	.	-1
- COc1ccccc1C1c2c(C)nn(-c3ccccc3)c2NC(=O)C1NC(=O)c1ccccc1 (configuration not stated)
→ 6	-2	2	-5	4.4%	0.1	14	-4	2
- O=C1CC(c2ccccc2)Cc2[nH]c(=O)c(-c3nc(-c4ccc(Cl)cc4)cs3)cc21 (configuration not stated)
→ 1	1	2	0	3.9%	.	7	.	0
- CCN(CC)C(=O)C1CC(=O)N(c2ccc(OC)cc2)C1c1ccc(OC)cc1 (configuration not stated)
→ -4	13	-1	-6	0.0%	0.3	6	-16	8
- Oc1ccc(Cl)cc1-c1cc(-c2ccco2)[nH]n1
→ -6	-1	5	-11	0.5%	0.4	-5	-6	1
- COCCC(=O)N1CCC(Oc2ccc(C(=O)NCc3cc(C)n(C)n3)cc2)CC1
→ 9	-6	3	-2	0.5%	1.2	0	-15	3
- c1ccc(-c2nc3nonc3nc2-c2ccccc2)cc1
→ 1	12	2	-4	0.5%	0.6	3	41*	12
- Cc1cc(OCC(=O)Nn2cnnc2)ccc1Br
→ 3	-15	2	4	0.0%	-1.4	13	-13	4
- COc1ccc(NC(=O)CC2Oc3ccc(C)cc3NC2=O)cc1Cl (configuration not stated)
→ 1	.	3	-2	-1.6%	-0.6	-1	.	3
- Cc1ccc(CNc2ncnc3c2cnn3-c2ccc(C)cc2C)cc1
→ -19	-7	28	-3	1.5%	9.1	14	.	-1
- N#Cc1nc(Nc2ccc(F)cc2)nc(NC2CCCC2)n1
→ .	.	10	-7	.	.	-9	.	4
- CN(C(=O)COC(=O)c1ccc(C#N)cc1)c1ccccc1
→ 3	6	1	0	-0.7%	-0.2	-20	-17	8
- COCCCNC(=O)CSc1nc2cc3c(cc2c(=O)n1CCCC(=O)NCc1ccc(OC)cc1)OCO3
→ -21&-14	-10	1&-1	3&-3	4.2%&2.3%	-0.2	0&2	.	-5&-10
- COc1ccc(/C=C(\C#N)C(=O)NCc2ccccc2)cc1O
→ -17	-4	3	.	0.0%	-1.5	-5	-7	7
- C/C(=C/c1ccccc1)C(=O)N1CCN(c2ccccc2)CC1
→ -1	14	0	-1	-3.7%	2.0	-3	9	-1
- COCCSc1nnc(NC(=O)CSc2ccccc2)s1
→ 3	1	6	-6	0.4%	-2.2	4	13	-5
- CCOC(=O)CSc1nnc(CSc2nc3sc4c(c3c(=O)[nH]2)CCC4)n1C
→ 8	-6	1	4	1.0%	-2.3	-10	-4	2
- CCc1nnc(NC(=O)CSc2nccn2Cc2ccc(Cl)cc2)s1
→ -4	-4	8	-4	3.4%	0.2	-16	.	-3
- Cc1ccc(C)n1CCN1CCN(CC(=O)Nc2ccc(S(N)(=O)=O)cc2)CC1
→ 1	4	3	-3	2.1%	0.0	-17	12	8
- O=C(c1cccc(NS(=O)(=O)c2ccc(F)c(F)c2)c1)N1CCCCC1
→ -10	0	2	-1	0.7%	0.3	-5	1	2
- CCOCCOC(=O)c1cccc(NC(=O)OCC)c1
→ -2	-9	3	3	2.0%	1.3	8	1	-5
- O=C(CSc1nc2ccccc2[nH]1)NCCc1ccc(Cl)cc1
→ -2	-5	2	2	4.8%	0.0	-5	-15	-7
- CCN1CCN(S(=O)(=O)c2cc(OC)c(Cl)cc2OC)CC1
→ -16	3	-1	-10	0.6%	0.1	-1	12	-5
- CN1CCCN(Cc2ccccc2Br)CC1
→ -15	-18	7	-8	0.2%	-0.3	-5	2	4
- CCOC(=O)N1CCN(C(=O)CSc2nnc(COc3ccc(Cl)cc3)o2)CC1
→ 1	6	4	-2	-0.7%	-0.4	-24	13	5
- O=C(CSCc1ccc(Cl)cc1)Nc1cccc(C(=O)Nc2ccccc2C(=O)O)c1
→ -33	-10	1	4	0.8%	-1.1	13	-12	1
- O=C(N/N=C1/CCSC1)c1cccc([N+](=O)[O-])c1
→ 5	-1	0	3	0.2%	0.5	1	-14	0
- FC(F)(F)C(Oc1nc(Nc2ccc(Cl)cc2)nc(N2CCOCC2)n1)C(F)(F)F
→ -1	7	2	1	0.7%	-1.2	1	-7	1
- Cc1ccc(Nc2nc(N)nc(CN3CCN(C)CC3)n2)cc1C
→ .	0	3	-4	-0.6%	-0.4	11	-7	16
- Cc1cc(C)cc(NC(=O)CN2C(=O)c3ccccc3Sc3ccc(C(=O)N4CCCC4)cc32)c1
→ 9	-11	3	1	2.6%	.	11	.	33*
- COCCNC(=O)CCCn1c(SCC(=O)Nc2cccc(C)c2)nc2c(sc3ccccc32)c1=O
→ 12	-5	4	-2	4.4%	-0.6	0	.	2
- CCOC(=O)C(NC(C)=O)(NC(C)C)C(F)(F)F (configuration not stated)
→ 6	.	3	-1	2.1%	.	0	.	-5
- COc1ccccc1-c1ccc(SCC(=O)NCCc2ccccc2)nn1
→ 5	-2	-1	-4	1.6%	-2.0	-9	48*	-7

Other records.
Values run as follows: RXFP1 antagonist	D2 PAM	D1 ag	D1 PAM	RXFP1 ag	D2 ag	D1 antagonist	D2 antag	TRHR PAM
- O=C(OCc1nc2scc(-c3ccccc3)c2c(=O)[nH]1)c1cccc([N+](=O)[O-])c1
→ 13	1	1	1	1.7%	-2.5	0	13	-2
- O=C(CSc1nnc(COc2ccccc2)o1)Nc1ccc(F)cc1
→ -7	5	26	.	1.3%	-0.6	-11	0	4
- C=C(C)Cn1c(-c2cccc([N+](=O)[O-])c2)n[nH]c1=S
→ 5	8	1	4	0.0%	-0.3	9	-2	0
- COc1cccc(NC(=O)CN2C(=O)C3(SCC(=O)N3c3cc(C)cc(C)c3)c3ccccc32)c1 (configuration not stated)
→ .	3	3	-3	-2.2%	0.5	0	.	-9

An excerpt; the hit share may differ from the screen's.
